Polio RdRp inh: inhibitors of poliovirus RNA polymerase binding and polymerization. P03300. poliovirus polymerase elongation, fluorescence polarization; stronger effect = lower value. % elongation, % (compound at 16.7 µg/mL). actives 0.66% (n = 150,000). AID 588519; in the data active = % elongation below about 90%; also: some results filed as inactive read as strong as hits
Target sequence (P03300 1749-2209 limits assumed): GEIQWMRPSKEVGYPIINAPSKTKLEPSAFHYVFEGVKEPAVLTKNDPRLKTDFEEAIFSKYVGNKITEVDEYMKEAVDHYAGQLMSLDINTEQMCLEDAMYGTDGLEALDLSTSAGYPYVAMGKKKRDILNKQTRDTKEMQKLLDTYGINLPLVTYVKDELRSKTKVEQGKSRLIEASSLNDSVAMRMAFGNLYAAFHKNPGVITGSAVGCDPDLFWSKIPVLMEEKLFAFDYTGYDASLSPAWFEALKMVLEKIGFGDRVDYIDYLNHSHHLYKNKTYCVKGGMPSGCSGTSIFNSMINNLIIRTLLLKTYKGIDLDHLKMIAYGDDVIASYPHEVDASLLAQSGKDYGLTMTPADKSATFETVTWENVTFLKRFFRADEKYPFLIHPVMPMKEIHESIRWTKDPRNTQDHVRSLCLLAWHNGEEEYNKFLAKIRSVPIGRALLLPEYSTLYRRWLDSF
Polio RdRp inh FP z-score: recorded beside Polio RdRp inh, whose call it bears; z-score; measured here: FP z-score; hits read low
Starred values were filed as active, the others as inactive; & = joins results of further samples. Not all compounds are listed; count on the stated rates, not on these rows.

Start of the listing, in advance:
Under each structure: Polio RdRp inh | Polio RdRp inh FP z-score
CCOc1ccc(N2CC(NC(=O)C3CC3)CC2=O)cc1 (stereo unspecified)
 : 106 | -0.1
Cc1ccc2c(Cl)c(C(N)=O)sc2c1
 : 100 | 0
O=C(c1ccc2cn[nH]c2c1)N1CCN(c2ccccc2)CC1
 : 101 | 0.2

Results (from the top)
Under each structure: Polio RdRp inh | Polio RdRp inh FP z-score
CCOc1ccc(N2CC(NC(=O)C3CC3)CC2=O)cc1 (stereo unspecified)
 : 106 | -0.1
Cc1ccc2c(Cl)c(C(N)=O)sc2c1
 : 100 | 0
O=C(c1ccc2cn[nH]c2c1)N1CCN(c2ccccc2)CC1
 : 101 | 0.2
CCCCN(C)C1=CC2=CC(=C(C#N)C#N)CCC2CC1 (stereo unspecified)
 : 45 | -6
Cc1sc(-n2c(C)cc(/C=C3\SC(=S)NC3=O)c2C)c(C#N)c1C
 : 113 | 2.3
N#CCCN1C(=O)c2ccccc2C1=O
 : 101 | -0.5
CC(C)(C)NC(=S)NCCc1ccccc1
 : 97 | -1
CCOc1ccc(NC(=O)c2c(NCc3ccc(C)o3)sc3c2CCCCC3)cc1
 : 110 | 0.9
Cc1cccc(NC(=O)C(=O)NCC(c2ccc3c(c2)OCO3)N2CCN(c3ccccc3)CC2)c1 (stereo unspecified)
 : 110 | 0.6
COC(=O)c1ccc(-c2ccco2)n1CC(=O)c1ccccc1
 : 106 | 0.7
CCCNC(=O)c1cc2sc(C)cc2n1C
 : 101 | 0.1
CC1CC(NC(=O)c2ccc(Br)cc2)CC(C)(C)C1 (stereo unspecified)
 : 108 | 0.5
CNC(=O)NC(=O)C(C)Sc1nc2sccc2c(=O)n1-c1ccccc1 (stereo unspecified)
 : 105 | 0.1
CCc1cccc(NC(=O)CN2C(=O)COc3ccc(S(=O)(=O)N4CCC(C)CC4)cc32)c1
 : 104 | -0.8
COc1cc(C(=O)ON=C2CCSCC2)cc(OC)c1OC
 : 102 | 0.4
O=C(NC(c1ccccc1)c1ccccc1)c1ccc(=O)[nH]c1
 : 109 | 0.3
NC(=O)C1CCN(C(=S)Nc2ccc(Cl)cc2)CC1
 : 101 | -0.3
O=C(Cn1ncc2ccsc2c1=O)N1CCN(Cc2ccccc2)CC1
 : 101 | 0.4
O=c1[nH]c(=O)n(C2CCCCC2)c(O)c1C=Nc1ccc(N2CCOCC2)cc1
 : 99 | -0.2
COCCN1Cc2cccc(C(=O)Nc3ccc(C(=O)OC)cc3)c2C1=O
 : 108 | 0.1
O=c1[nH]cnc2c(Cl)cc(Cl)cc12
 : 111 | 0.5
O=C(O)c1cc2n(n1)C(C(F)(F)F)CC(C1CC1)N2 (stereo unspecified)
 : 105 | 1.1
O=C(OCC(=O)N(C1CCCCC1)C1CCS(=O)(=O)C1)C1CC1 (stereo unspecified)
 : 101 | -0.4
O=C(N1CCOCC1)n1ccnc1
 : 104 | 1.8
O=c1ccc2ccc(Oc3ncnc4scc(-c5ccc(F)cc5)c34)cc2o1
 : 105 | 0.4
COc1ccc(OC)c(NC(=O)Cn2c(=O)oc3cc(S(=O)(=O)NCc4ccccc4)ccc32)c1
 : 109 | 0.8
CCOc1ccc(NC(=O)CSc2nnc(C)n2CC2CCCO2)cc1 (stereo unspecified)
 : 102 | 0
CCOc1ccc(S(=O)(=O)n2nc(C)c(S(=O)(=O)N3CCCCCC3)c2C)cc1
 : 105 | -0.3
Cc1cc2c(cc1S(=O)(=O)C(C)CC(=O)N1CCN(c3ccccc3F)CC1)OCC(=O)N2 (stereo unspecified)
 : 99 | -0.9
COc1ccc(CNC(=O)Cn2nc(C)c3c(C)n(-c4ccccc4)nc3c2=O)cc1OC
 : 106 | 0.6
COC(=O)C1=C(C)NC(=O)/C1=C/c1ccc(CNS(=O)(=O)c2ccc(Cl)cc2)o1
 : 98 | -0.7
COc1ccc(S(=O)(=O)N2CC3(C)CC2CC(C)(C)C3)cc1 (stereo unspecified)
 : 102 | -0.2
COc1ccc(NC(=O)c2ccccc2NS(C)(=O)=O)cc1Cl
 : 101 | 0.3
Cc1ccc(C(=O)OCc2cc(=O)n3nc(-c4cccs4)sc3n2)cc1
 : 108 | 0.4
O=C(NCCCn1cccn1)C1CCC1
 : 100 | 0
Cc1cc(=O)oc2cc(OCC(N)=O)c(Cl)cc12
 : 101 | -0.2
COc1cc(C(=O)Nc2nc3nc(-c4ccccc4)cc(=O)n3[nH]2)cc(OC)c1OC
 : 105 | -0.4
CCOc1ccc(CCNC(=O)c2cc3c(-c4ccccc4F)nn(C)c3s2)cc1
 : 108 | 0.1
COc1ccc(CCNC(=O)c2cn[nH]c2C2CCNCC2)cc1OC
 : 103 | 0.2
COc1ccc(NC(=O)CCc2nnc3n(Cc4ccc(C)cc4)c(=O)c4ccccc4n23)cc1
 : 102 | -0.6
CC(C)CC(=O)Nc1ccc(C(=O)NN)cc1
 : 103 | 0.1
CNS(=O)(=O)c1cn(CC(=O)N2CCN(c3cc(C)ccc3C)CC2)cc1S(=O)(=O)NC
 : 110 | 0.8
O=C1C=CC(=O)N1c1ccccc1Sc1ccccc1
 : 101 | 0
COc1cc(=O)[nH]c(SCC(=O)Nc2ccc(Br)cn2)n1
 : 99 | -0.9
CCC(=O)N(c1nnc(SC(C)C(=O)c2ccc(NS(C)(=O)=O)cc2)s1)C1CC1 (stereo unspecified)
 : 102 | -0.1
COc1ccc(CNC(=O)c2cc3c(=O)n(Cc4cccnc4)ccc3nc2C)cc1
 : 101 | -0.9
Cc1cccc(N2CCN(C(=O)CCn3c(=O)c4cccn4c4cccnc43)CC2)c1C
 : 102 | -0.9
CCCOc1ccc(-c2nc(N(CC)CC)c3ccccc3n2)cc1
 : 101 | 0.1
O=c1c2sc3ccccc3c2n(Cc2ccc(Cl)cc2)c(=O)n1Cc1ccco1
 : 108 | 0.7
CCc1c(C(=O)OC)c2cc(NS(C)(=O)=O)ccc2n1S(C)(=O)=O
 : 101 | -0.5

Some of the entries so far, with each value named.
> COCCN1Cc2cccc(C(=O)Nc3ccc(C(=O)OC)cc3)c2C1=O
  Polio RdRp inh = 108; Polio RdRp inh FP z-score = 0.1

> Cc1cc2c(cc1S(=O)(=O)C(C)CC(=O)N1CCN(c3ccccc3F)CC1)OCC(=O)N2 (stereo unspecified)
  Polio RdRp inh = 99; Polio RdRp inh FP z-score = -0.9

> Cc1ccc2c(Cl)c(C(N)=O)sc2c1
  Polio RdRp inh = 100; Polio RdRp inh FP z-score = 0

Additional compounds.
Under each structure: Polio RdRp inh | Polio RdRp inh FP z-score
C#C[C@]1(O)CCC2C3CCC4=CC(=O)CC[C@@H]4C3CC[C@@]21C (stereo partly specified)
 : 98 | -0.5
CCOC(=O)c1cc(S(=O)(=O)Nc2ccc(OC)c(Cl)c2)[nH]n1
 : 105 | -0.5
CCCn1c(=O)c(/C(N)=N/O)nn(-c2ccccc2)c1=O
 : 107 | 0.7
Cc1ccc(S(=O)(=O)N2CCCC2)c(C)c1
 : 101 | 0.2
O=C(CCc1nnc2ccc(NCc3ccccc3)nn12)NCc1cccnc1
 : 100 | -0.8
O=C1CCCCC1Sc1nnc(C2CC2)n1Cc1ccccc1 (stereo unspecified)
 : 105 | 0.3
COc1cc2c(cc1NC(=O)COc1ccc(Br)cc1)oc1ccccc12
 : 110 | 1.5
CC1CCc2c(sc3ncnc(NCCOCCO)c23)C1 (stereo unspecified)
 : 105 | 1.2
COc1ccc(C(=O)N2CCC(c3ccncc3)CC2)cc1OC
 : 107 | 0.1
CCC(C)NC(=O)Cc1ccc(OC)cc1 (stereo unspecified)
 : 104 | 0
O=C(ON1C(=O)c2cccc3cccc(c23)C1=O)c1ccncc1
 : 103 | 0.3
Cn1cc(S(=O)(=O)N2CCCC2)cc1C(=O)N1CCc2ccccc2C1
 : 100 | -1.8
Cc1nn(Cc2noc(C(=O)NC(C)c3ccccc3)n2)c(C)c1Br (stereo unspecified)
 : 108 | 0.8
O=C(OC(C(=O)NCC1CCCO1)c1ccc(F)cc1)c1ccco1 (stereo unspecified)
 : 104 | 0.6
O=C(C1CC(O)CN1S(=O)(=O)c1ccc2ccccc2c1)N1CCc2ccccc2C1 (stereo unspecified)
 : 103 | 0
Cc1ccc2c(c1)c1c(c(=O)n(Cc3ccccc3)c(=O)n1CC(=O)Nc1ccccc1C)n2C
 : 108 | 0
O=c1[nH]c2ccccc2n1CCCSc1nnc(C2CCCCC2)o1
 : 102 | -0.1
COc1cccc(C(C(=O)NCC2CCCO2)N(CC2CCCO2)C(=O)CC2C(=O)c3ccccc3S2(=O)=O)c1 (stereo unspecified)
 : 101 | -0.4
O=C(NCCn1ccc2ccccc21)c1cccc2ccccc12
 : 101 | 0
CN(Cc1ccccc1)S(=O)(=O)c1ccc(N2CCCCS2(=O)=O)cc1
 : 99 | -0.9

Exported with tabs: part of the list above
Compound	Polio RdRp inh	Polio RdRp inh FP z-score
Cc1nn(Cc2noc(C(=O)NC(C)c3ccccc3)n2)c(C)c1Br (stereo unspecified)	108	0.8
O=C(OC(C(=O)NCC1CCCO1)c1ccc(F)cc1)c1ccco1 (stereo unspecified)	104	0.6

Going on with the list:
Under each structure: Polio RdRp inh | Polio RdRp inh FP z-score
CCn1c(N)nc2c1c(=O)[nH]c(=O)n2C
 : 107 | 0.4
CCC(=O)N=c1sc2cc(OC)c(OC)cc2n1CCOC
 : 103 | 0.4
COc1cc2c3c(c1OC)-c1cc(OC(C)=O)ccc1CC3N(C(C)=O)CC2 (stereo unspecified)
 : 103 | 0.5
Cc1ncc(CSc2nc3ccc(C(F)(F)F)cc3[nH]2)c(CO)c1O
 : 101 | -0.7
O=C(COC(=O)C1CCCN1C1=NS(=O)(=O)c2ccccc21)Nc1ccc(F)cc1 (stereo unspecified)
 : 106 | 0.4
CC(C)(C)OC(=O)N1CCC(c2c(C(=O)Nc3ccc4c(c3)OCCO4)cnn2-c2ccc(F)cc2)CC1
 : 102 | -0.8
CCc1ccc(NC(=O)Cn2c(=O)oc3ccccc32)cc1
 : 99 | -0.5
Nc1nc(CSC2CCS(=O)(=O)C2)nc(NCCc2ccccc2)n1 (stereo unspecified)
 : 103 | 0.7
CCOc1ccc(NC(=O)CN(c2ccc(CC)cc2)S(=O)(=O)c2c(C)noc2C)cc1
 : 104 | 0.3
CCC(=O)Nc1ccc(-c2nc3cccnc3s2)cc1
 : 101 | -0.2
O=C(c1cnc2ccccn12)C(F)(F)SCc1c(Cl)cccc1Cl
 : 108 | 0.9
Cc1ccc(Cl)cc1N1CCN(C(=O)Cn2c(-c3cccs3)cc3cc(F)ccc32)CC1
 : 112 | 0.3
O=c1n(CC(O)CN2CCCCC2)c(=O)n(CC(O)CN2CCCCC2)c(=O)n1CC(O)CN1CCCCC1 (stereo unspecified)
 : 103 | 0.5
Cn1c(N/C(=C\C(=O)c2cccs2)C(F)(F)F)nc2ccccc21
 : 105 | 1.4
COc1ccc(CCNC(=O)Cn2ccc3cc(S(=O)(=O)N4CCCCC4)ccc32)cc1OC
 : 105 | -0.8
COc1ccc(-c2noc(CCC(=O)Nc3ccc(C(F)(F)F)cc3)n2)cc1
 : 116 | 1.1
COc1ccc(-c2oc3ncn4nc(COc5ccc(Cl)cc5)nc4c3c2-c2ccc(OC)cc2)cc1
 : 55* | -8.5*
COc1ccccc1C(C)NC(=O)c1ccc2nc[nH]c2c1 (stereo unspecified)
 : 109 | 1.1
CC(CN1CCNCC1)(NS(=O)(=O)c1ccccc1)c1ccccc1 (stereo unspecified)
 : 99 | -0.3
O=C1CNC(=O)N1Cc1ccc(F)cc1
 : 99 | -0.6
CCc1nn(CC(=O)NCc2cc(Br)ccc2OC)c(=O)c2cc3sc(C)cc3n12
 : 102 | 0
C=C[C@@]1(C)CC(=O)[C@]2(O)[C@@]3(C)[C@H](O)CCC(C)(C)[C@@H]3[C@H](O)[C@H](OC(C)=O)[C@@]2(C)O1
 : 100&101 | -0.1&0.2
O=C1CCCN1CCCNC(=S)Nc1ccc(Nc2ccccc2)cc1
 : 100 | -0.1
COc1cc(OC)c(OC)cc1CN1CCc2nc(N3CCN(c4ncccn4)CC3)ncc2C1
 : 102 | -0.6
CC1CCN(C(=O)COC(=O)c2ccc(Br)o2)CC1
 : 100 | -0.7
CCCNC(=O)Nc1cccc(CC)c1
 : 107 | 2.5
COc1ccc(CNc2ncn[nH]2)cc1OC
 : 100 | -0.1
Cc1csc(C(C(=O)O)c2ccccc2)n1 (stereo unspecified)
 : 102 | -0.1
CCOC(=O)c1c(C)c(C(=O)NCc2ccc(Cl)cc2)c(C)n1C
 : 106 | 0.4
CCCc1cc(=O)[nH]c(SCC(=O)N2CCN(c3ccccc3OC)CC2)n1
 : 113 | 1.7
Cn1c(SCc2cc(=O)[nH]c3ccccc23)nc2ccccc2c1=O
 : 99 | -0.6
Cc1nc2c(c(C)nn2C(C)(C)C)c(C)c1CCC(=O)N1CCCCCC1
 : 102 | 0
CN(C)CCCNc1nc2ccccc2nc1NS(=O)(=O)c1ccc(Cl)cc1
 : 98 | -0.5
CC(C)c1ccc(NC(=O)c2cc(S(=O)(=O)N3CCc4ccccc4C3)ccc2F)cc1
 : 115 | 1.5
CC(C)NC(=O)Nc1ccccc1C(=O)O
 : 92 | -1.2
Cc1nccc2[nH]c(=O)c(C(=O)NCCc3ccc(Cl)cc3)cc12
 : 99 | -0.4
Cc1ccc(Cc2c(C)[nH]c3[nH]n(-c4ccccc4)c(=O)c3c2=O)cc1
 : 101 | -0.7
CC(=O)N1CCC(N(C(=O)Nc2c(F)cccc2F)C(C)C)CC1
 : 114 | 1
CCOC(=O)c1noc2nc(C)n(Cc3cccc(C#N)c3)c(=O)c12
 : 103 | -0.8
COc1ccc(CCN2C(=O)c3[nH]nc(-c4ccccc4O)c3C2c2ccc(O)c(OC)c2)cc1 (stereo unspecified)
 : 114 | 1.9
CS(=O)(=O)N(CC(=O)Nc1cccc(F)c1)c1cccc(F)c1
 : 101 | 0.1
NNC(=O)c1cc(N)c(=O)[nH]n1
 : 98 | -0.5
O=S(=O)(NCCN1CCOCC1)c1cccc(C(F)(F)F)c1
 : 101 | -0.3
O=C(OCC(=O)N1CCc2ccccc2C1)c1cccs1
 : 104 | 1.1
Cc1nc(-c2cccc(Cl)c2)cs1
 : 98 | -0.7

Screening results as filed in PubChem.
